Source: PubChem
Mito fusion act – inhibitors of mitochondrial division or activators of mitochondrial fusion. S. cerevisiae fusion-defective mutant growth rescue, CellTiterGlo 48 h. Potency, µM (top dose mostly 46.1 µM), without a hit: top-dose growth rescue (activation), actives largely listed as activators. 320,000 compounds, 0.23% hits. AID 485298;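 note: potency is the fitted concentration of half-maximal effect; % of control where 0% means no effect; nearly all actives have a fitted effect of over 45% in size; temperature-sensitive fusion mutants such as fzo1-1 at 37 °C on non-fermentable ethanol glycerol medium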
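Luminescent cell viability in 1536-well qHTS format served as the measure of rescued growth in ts fusion-mutant S. cerevisiae cultured on non-fermentable YPEG for 48 hours at 37C.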
TRPV1 ag – human TRPV1 agonism | TRPV1-expressing cells, Fluo-8 calcium influx, agonist mode | 320,000 compounds, 0.19% hits | AID 540275 | Q8NER1 | activation, % at 8.33 µM; in the data active = activation above about 80%; inconclusive = between about 30% and that limit; note: 0% is about no effect
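Fluo-8 calcium influx in TRPV1-expressing cells, kinetic read (ex 480/em 520 nm). Compound added and read 3 min for agonist activity, followed by capsaicin at EC20 final and 2 min further read for enhancement.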
A-T KAP1 phos – potential ataxia-telangiectasia treatments restoring KAP-1 phosphorylation; […] A-T fibroblasts, KAP-1 phosphorylation AlphaLISA; neocarzinostatin DNA damage 30 min before lysis; Potency, µM (series often up to 57.5 µM), without a hit: at the top dose activation, usual class: activators; 320,000 compounds, 0.19% hits; note: potency is the fitted concentration of half-maximal effect; % of control where 0% means no effect; nearly all actives have a fitted effect of over 45% in size
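hTERT-immortalized A-T patient fibroblasts ([…]), 500 cells/well in OPTI-MEM, 1% FBS, got compounds for 60 min, then NCS for 30 min at 37C. Lysates were then assayed for phospho-KAP-1 by AlphaLISA (anti-pKAP1 donor, anti-KAP1 acceptor beads), 6 hr at 25C.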
USP2a block – USP2a (human) protease inhibition; O75604; 330,000 compounds, 0.01% hits; USP2 core, Ub-CHOP2 coupled fluorogenic reporter, 485/531; AID 463254; Potency, µM (highest dose often 38.3 µM), inactives show at the top dose activity change, negative = inhibition, actives largely listed as inhibitors;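 note: potency is the fitted concentration of half-maximal effect; plate controls were DMSO wells for no effect and full inhibition by NEM control for full effect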
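Cell-free coupled assay: 10nM USP2 core preincubated 30min RT with compound in Tris-HCl pH 8.0/CaCl2/CHAPS buffer, then 25nM Ub-CHOP2 and 25nM reporter substrate; fluorescence (Ex 485/Em 531) read after 60min RT, normalized to NEM inhibition, concentration-response curves fitted.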
KCNH2 WT inh – inhibitors of human wildtype KCNH2 potassium channel; 340,000 compounds, 0.37% hits; Q12809; U2OS, BacMam KCNH2, thallium flux FluxOr; hits give low values; AID 720551; activity change, % at 1.84 µM;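 active = maximum activity change below -70%; inconclusive = maximum activity change between -70% and -50%; inactive = maximum activity change above -50%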; note: % is set by controls: 0 for no effect and ±100 for the full control effect
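U2OS cells transduced with wild-type KCNH2 virus are loaded with FluxOr dye for 45 min, and thallium flux is measured in kinetic reads before and after stimulation buffer. Rate constants are normalized to DMSO controls.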
TCR activator – activates T cell receptor signaling. Potency, µM (doses to about 9.22 µM), for the others: top-dose activation of IL-2 secretion, actives largely listed as activators. 330,000 tested, under 10 active. primary human leukocytes, anti-CD3, IL-2 HTRF, 48 h; note: % of control where 0% means no effect
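Primary human leukocytes receive a-CD3 beads and test compound and are incubated 48 hr. Secreted IL-2 is then assayed by HTRF, measuring 665nm acceptor emission after 320nm excitation of the europium donor.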
KCNH2 3.1 inh – KCNH2 3.1 (human) potassium channel inhibition; activity change, % (tested at about 1.8 µM); 340,000 compounds, 0.95% hits; U2OS KCNH2 3.1, thallium flux FluxOr; hits give low values; AID 720553;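 active = maximum activity change below -70%; inconclusive = maximum activity change from -70% to -50%; inactive = maximum activity change above -50%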;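 note: thallium influx rate constant from kinetic fluorescence after stimulation buffer; % is set by controls: 0 for no effect and ±100 for the full control effect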
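Measured as rate of thallium-driven FluxOr signal in transduced U2OS cells carrying the 3.1 channel, read kinetically for 2 min upon stimulation; values are rate constants scaled to DMSO control wells.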
Eya2 inh – Eya2 (human) phosphatase inhibition; AID 488837; recombinant Eya2, OMFP fluorescence dephosphorylation (OMFP is methylfluorescein phosphate); Potency, µM (series often up to 76.9 µM), inactives show top-dose activity, negative = inhibition, usual class: inhibitors; 330,000 compounds, 0.006% hits; O00167; note: potency is the fitted concentration of half-maximal effect; % is set by controls: 0 for no effect and ±100 for the full control effect
Target sequence (O00167 whole entry, looked up): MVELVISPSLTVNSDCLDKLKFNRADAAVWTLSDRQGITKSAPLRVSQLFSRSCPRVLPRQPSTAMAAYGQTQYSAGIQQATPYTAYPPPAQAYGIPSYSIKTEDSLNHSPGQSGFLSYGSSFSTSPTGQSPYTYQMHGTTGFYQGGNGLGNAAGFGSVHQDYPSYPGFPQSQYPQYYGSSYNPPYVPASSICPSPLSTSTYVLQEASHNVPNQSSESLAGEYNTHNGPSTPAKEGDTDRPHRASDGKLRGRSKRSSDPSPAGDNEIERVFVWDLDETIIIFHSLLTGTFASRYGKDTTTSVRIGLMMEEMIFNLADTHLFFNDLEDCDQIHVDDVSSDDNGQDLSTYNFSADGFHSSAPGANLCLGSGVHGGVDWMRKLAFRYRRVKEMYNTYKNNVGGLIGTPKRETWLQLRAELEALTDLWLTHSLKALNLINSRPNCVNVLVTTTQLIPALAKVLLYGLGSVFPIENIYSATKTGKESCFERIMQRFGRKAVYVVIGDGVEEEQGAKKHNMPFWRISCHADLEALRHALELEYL
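Eya2 (0.2 uM) preincubated 10 min at ambient with compound, then OMFP substrate added at 50 uM; 10 min reaction in 50 mM HEPES pH 7.5, 50 mM NaCl, 5 uM MgCl2, 0.05% BSA, 1 mM DTT. Fluorescence read at Ex 485/Em 525 nm.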
TSHR antag – blocks TSH signaling through the human TSH receptor; P16473; TSHR-expressing cells, TSH-stimulated cAMP HTRF, 2 h; hits give low values; activity change, negative = inhibition, % at 11.5 µM; 330,000 compounds, 0.2% hits; AID 504810;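 active = activity change below a set negative limit, meaning inhibition stronger than a set level, cut at about -70% in these data; inconclusive = activity change between two set negative limits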; note: % is set by controls: 0 for no effect and ±100 for the full control effect
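Antagonism was scored as loss of TSH-driven cAMP in TSHR cells, stimulated with 4nM TSH (EC80) for 2 hours at 37 deg C and detected by homogeneous HTRF competition immunoassay.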
ELG1 DNA repair – blocks ELG1-dependent DNA repair in HEK293T cells. HEK293T ELG1-luciferase reporter, luminescence, 16 h; DNA damage induced by 5-fluorouridine. Potency, µM (titrated, usually from 46.1 µM), without a hit: top-dose activity change, negative = inhibition, usual class: inhibitors. 330,000 compounds, 2.3% hits. AID 504467; note: potency is the fitted concentration of half-maximal effect; % is set by controls: 0 for no effect and ±100 for the full control effect; nearly all actives have a fitted effect of over 55% in size
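Step one: seed 2,000 cells per well. Step two: pin-transfer compound or DMSO alongside 5-fluorouridine. Step three: incubate 16 hr, 37 °C, 5% CO2. Step four: add ONE-Glo, wait 30 min, read luminescence.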
Active calls of the source: *; ? = inconclusive; . = no result given; & = joins results of further samples; [ ] = remark or other dose. Unless noted, calls come from the whole dose curve; as a rule, active = well fitted curve in the direction sought with a large enough effect; inconclusive = small, poorly fitted or top-dose-only effect, or another doubt; inactive = no such curve, though single readings can be large; an effect the other way counts as inactive or inconclusive. Only part of the results is shown; rates above refer to the full screens.

Screens by letter – A = Mito fusion act; B = TRPV1 ag; C = A-T KAP1 phos; D = USP2a block; E = KCNH2 WT inh; F = TCR activator; G = KCNH2 3.1 inh; H = Eya2 inh; I = TSHR antag; J = ELG1 DNA repair
Cc1cccc(C)c1OC(=O)CN1C(=O)c2ccccc2C1=O
  A = 4.6%; B = 3.0; C = 4.1%; D = 0.1%; E = -21.7; F = 9.3%; G = 11.2; H = 7.3%; I = 26.1; J = 12.1%
C=CCOc1ccc(CN(C)C(=O)c2ccc(CNS(=O)(=O)c3ccc(C)c(C)c3)cc2)cc1
  A = 12.5%; B = -2.4; C = 3.5%; D = 3.9%; E = 3.3; F = -6.7%; G = 12.8; H = 6.4%; I = -29.5; J = -25.8%
O=C(COC(=O)CNC(=O)c1ccccc1)NCc1ccc2c(c1)OCO2
  A = .; B = .; C = -11.0%; D = 4.1%; E = -10.3; F = 4.7%; G = -5.9; H = -39.2%; I = .; J = 0.7%
CC(CC(=O)NC1CCCCC1)S(=O)(=O)c1ccc2c(c1)CCN2C(=O)C1CC1 (configuration not stated)
  A = 0.8%; B = 1.3; C = 6.9%; D = -1.2%; E = -1.8; F = 15.3%; G = 15.9; H = 4.5%; I = 20.0; J = 1.2%
COc1ccccc1-n1ccnc(SCC(=O)NCCc2ccccc2)c1=O
  A = -2.7%; B = -2.9; C = 1.7%; D = 0.6%; E = -2.9; F = -22.5%; G = 3.6; H = 16.6%; I = -3.3; J = 6.2%
Cc1c(CN(C)C(=O)CSc2nc(-c3ccco3)cc(C(F)(F)F)n2)cnn1C
  A = 3.0%; B = -2.4; C = 8.5%; D = 3.6%; E = -13.7; F = -1.3%; G = 1.9; H = -11.4%; I = -8.5; J = ?
N/C(=N\OC(=O)c1ccc(Cl)cc1Cl)c1cccnc1
  A = -11.8%; B = 3.0; C = 8.6%[11.5 µM]; D = 1.1%; E = -5.7; F = 1.5%; G = -3.2; H = -4.3%; I = -8.9; J = ?
CC(C)C(NC(=O)c1ccc(C(C)(C)C)cc1)C(=O)Nc1cccc(S(N)(=O)=O)c1 (configuration not stated)
  A = -2.3%; B = 0.8; C = -7.4%; D = -28.4%; E = -23.7; F = 4.4%; G = -2.0; H = -15.3%; I = -3.8; J = -23.9%
COc1ccc(N2CCN(c3ncnc4c3cnn4-c3ccc(C)cc3C)CC2)cc1
  A = 4.4%; B = 7.9; C = -1.2%; D = 3.5%; E = 5.0; F = 2.4%; G = 9.4; H = 13.4%; I = -16.2; J = ?
Cc1cc(SCC(=O)N/N=C/c2ccc(C(=O)O)cc2)nc2ccccc12
  A = 0.1%; B = 0.0; C = -10.5%; D = -6.7%; E = -4.3; F = -5.4%; G = 5.6; H = -5.3%; I = -2.7; J = 2.0%
C#CCNCCS(=O)(=O)N(Cc1ccc(Br)cc1)[C@@H](C)C(=O)O
  A = .; B = .; C = 8.6%; D = 0.8%; E = 1.1; F = 3.0%[46.1 µM]; G = 0.6; H = 1.4%; I = -3.1; J = 7.3%
Cc1ccccc1OCC(=O)NS(=O)(=O)c1ccc(Cl)cc1
  A = 5.1%; B = -2.2; C = 10.5%; D = -3.5%; E = 6.5; F = -1.5%; G = 21.2; H = 19.7%; I = 23.7; J = 1.6%
c1nc(NCc2ccc3c(c2)OCO3)c2cc(-c3ccc4c(c3)OCCO4)ccc2n1
  A = ?; B = .; C = 2.4%&-0.4%; D = -3.0%&2.0%; E = .; F = -0.5%; G = .; H = -3.0%&-22.2%; I = -13.0&-15.1; J = -24.0%
Nc1nc(Nc2ccccc2)nc(N2CCCC2)c1[N+](=O)[O-]
  A = -15.7%; B = 3.5; C = -6.0%; D = -1.6%; E = -2.4; F = -1.1%; G = -5.7; H = 0.2%; I = 5.3; J = ?
Clc1ccc(CNCCC2=CCCCC2)cc1
  A = 0.5%; B = 0.3; C = -0.9%; D = 2.0%; E = -18.8; F = -8.1%; G = -5.0; H = -16.0%; I = -16.8; J = -15.5%
O=C(Nc1ccc(C(=O)O)cc1)Nc1ccc(F)cc1F
  A = 2.7%; B = 5.4; C = -0.4%; D = 0.6%; E = -6.7; F = -3.5%; G = 0.5; H = 24.9%; I = -10.4; J = 24.1%
Cc1cccc(NC(=O)c2cc(-c3ccccn3)nc3ccccc23)c1C
  A = -0.8%; B = ?; C = 0.5%; D = 3.3%; E = -16.7; F = -1.2%; G = -11.2; H = 1.4%; I = 1.5; J = ?
CCOc1ccc(N(CC)C(=O)CCNC(=O)Cn2ccc3ccccc3c2=O)cc1
  A = 0.5%; B = -4.7; C = .; D = -0.6%; E = -7.6; F = 5.4%; G = -1.0; H = -10.6%; I = 12.3; J = -4.4%
COc1ccccc1N(C)S(=O)(=O)c1ccc(C(=O)NC2CCCCCC2)cc1
  A = -3.4%; B = ?; C = -8.1%; D = -0.1%; E = 4.6; F = 7.0%; G = -3.6; H = 2.8%; I = -12.5; J = ?

Among those listed so far, six contain a halogen:
Screens by letter – A = Mito fusion act; B = TRPV1 ag; C = A-T KAP1 phos; D = USP2a block; E = KCNH2 WT inh; F = TCR activator; G = KCNH2 3.1 inh; H = Eya2 inh; I = TSHR antag; J = ELG1 DNA repair
Cc1c(CN(C)C(=O)CSc2nc(-c3ccco3)cc(C(F)(F)F)n2)cnn1C
  A = 3.0%; B = -2.4; C = 8.5%; D = 3.6%; E = -13.7; F = -1.3%; G = 1.9; H = -11.4%; I = -8.5; J = ?
N/C(=N\OC(=O)c1ccc(Cl)cc1Cl)c1cccnc1
  A = -11.8%; B = 3.0; C = 8.6%[11.5 µM]; D = 1.1%; E = -5.7; F = 1.5%; G = -3.2; H = -4.3%; I = -8.9; J = ?
C#CCNCCS(=O)(=O)N(Cc1ccc(Br)cc1)[C@@H](C)C(=O)O
  A = .; B = .; C = 8.6%; D = 0.8%; E = 1.1; F = 3.0%[46.1 µM]; G = 0.6; H = 1.4%; I = -3.1; J = 7.3%
Cc1ccccc1OCC(=O)NS(=O)(=O)c1ccc(Cl)cc1
  A = 5.1%; B = -2.2; C = 10.5%; D = -3.5%; E = 6.5; F = -1.5%; G = 21.2; H = 19.7%; I = 23.7; J = 1.6%
Clc1ccc(CNCCC2=CCCCC2)cc1
  A = 0.5%; B = 0.3; C = -0.9%; D = 2.0%; E = -18.8; F = -8.1%; G = -5.0; H = -16.0%; I = -16.8; J = -15.5%
O=C(Nc1ccc(C(=O)O)cc1)Nc1ccc(F)cc1F
  A = 2.7%; B = 5.4; C = -0.4%; D = 0.6%; E = -6.7; F = -3.5%; G = 0.5; H = 24.9%; I = -10.4; J = 24.1%
